High-throughput results from PubChem.
PGE2 EP2 inh = blocks the human prostaglandin E2 receptor EP2 | actives 0.52% (n = 260,000) | inhibition, % at 25 µM | C6 glioma cells expressing human EP2, cAMP TR-FRET; cells stimulated with saturating PGE2 | AID 1422 | P43116;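 active = percent inhibition above 40 after rounding to a whole number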;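 also: rat C6 glioma host cells with rolipram phosphodiesterase inhibitor present; the protocol text gives 20 µM as final concentration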
NPY-Y2 PAM-ag = human NPY-Y2 potentiation or agonism, primary screen; P49146; cells expressing NPY-Y2, potentiator/agonist read-out; activation, % at 3.6 µM; actives 0.45% (n = 220,000); AID 1359; in the data active = activation above about 27%;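 also: cells stimulated with NPY near EC25 plus isoproterenol at EC100; 0% = vehicle plus submaximal agonist and 100% = vehicle plus saturating agonist; some results beyond the cut were filed as inactive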
NPY-Y1 PAM-ag = potentiators or agonists of human neuropeptide Y receptor Y1. actives 0.37% (n = 220,000). activation, % at 3.6 µM. NPY-Y1 expressing cells, potentiator/agonist activation. AID 1304. P25929; in the data active = activation above about 33%, passing the limit was not always enough;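 also: cells stimulated with NPY at EC10 then isoproterenol at EC100; 0% = low agonist plus stimulus and 100% = saturating agonist plus stimulus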
NPY-Y1 antag = NPY-Y1 (human) receptor antagonism. P25929. HEK293-CNG Y1 cells, membrane potential fluorescence; NPY at EC95, then isoproterenol. inhibition, % at 3.6 µM. actives 1% (n = 200,000);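 active = inhibition above the campaign mean inhibition of all tested compounds plus 3 SD, cut at about 20% in these data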;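 also: 0% = DMSO wells given NPY plus isoproterenol and 100% = isoproterenol alone without NPY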
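System: HEK293 cells with Y1 receptor plus CNG channel / Probe or stimulus: NPY 25 nM then isoproterenol 1 µM plus Ro 20-1724 25 µM / Compound: one concentration, 3.6 µM, in 0.4% DMSO / Schedule: compound incubation 1 h at room temperature, readout 45 min post-stimulation / Measured by: membrane potential fluorescence / Read-out: % inhibition of NPY effect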
S1P4 ag = agonists of human S1P4 receptor; O95977; S1P4-expressing cell line, agonist reporter assay; activation, % at 4.98 µM; actives 0.35% (n = 220,000); in the data active = activation above about 11%;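 also: 0% = DMSO vehicle and 100% = reference agonist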
S1P4 antag = human S1P4 receptor antagonism; S1P4-expressing cells, antagonist mode, reporter read-out; inhibition, % at 4.98 µM; actives 0.26% (n = 220,000); in the data active = inhibition above about 29%;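 also: 0% = wells stimulated with agonist and 100% = vehicle wells without agonist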
p97 ATPase inh = human p97 ATPase inhibition | recombinant p97 ATPase, Kinase-Glo ATP luminescence, 3 h | inhibition, % at 8 µM | actives 0.42% (n = 220,000) | AID 1481; in the data active = inhibition above about 15%;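 also: 0% = DMSO vehicle and 100% = wells lacking enzyme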
eIF4E 4G PPI = blocks eIF4E binding to eIF4G; P63073+Q04637; TR-FRET eIF4E-eIF4GI(517-606) binding, 2 h; inhibition, % at 21.7 µM; actives 0.37% (n = 220,000);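 active = inhibition above about 30%, limit read from the data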;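 also: 0% = full FRET control wells and 100% = background wells lacking eIF4GI fragment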
Target sequence (P63073 whole entry, looked up, the tested form may be a part): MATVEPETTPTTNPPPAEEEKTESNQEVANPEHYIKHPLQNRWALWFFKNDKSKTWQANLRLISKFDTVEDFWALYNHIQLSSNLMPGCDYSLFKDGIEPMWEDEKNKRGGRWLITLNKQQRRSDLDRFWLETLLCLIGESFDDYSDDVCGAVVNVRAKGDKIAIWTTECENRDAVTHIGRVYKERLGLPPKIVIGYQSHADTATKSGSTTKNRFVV
Target sequence (Q04637 whole entry, looked up, the tested form may be a part): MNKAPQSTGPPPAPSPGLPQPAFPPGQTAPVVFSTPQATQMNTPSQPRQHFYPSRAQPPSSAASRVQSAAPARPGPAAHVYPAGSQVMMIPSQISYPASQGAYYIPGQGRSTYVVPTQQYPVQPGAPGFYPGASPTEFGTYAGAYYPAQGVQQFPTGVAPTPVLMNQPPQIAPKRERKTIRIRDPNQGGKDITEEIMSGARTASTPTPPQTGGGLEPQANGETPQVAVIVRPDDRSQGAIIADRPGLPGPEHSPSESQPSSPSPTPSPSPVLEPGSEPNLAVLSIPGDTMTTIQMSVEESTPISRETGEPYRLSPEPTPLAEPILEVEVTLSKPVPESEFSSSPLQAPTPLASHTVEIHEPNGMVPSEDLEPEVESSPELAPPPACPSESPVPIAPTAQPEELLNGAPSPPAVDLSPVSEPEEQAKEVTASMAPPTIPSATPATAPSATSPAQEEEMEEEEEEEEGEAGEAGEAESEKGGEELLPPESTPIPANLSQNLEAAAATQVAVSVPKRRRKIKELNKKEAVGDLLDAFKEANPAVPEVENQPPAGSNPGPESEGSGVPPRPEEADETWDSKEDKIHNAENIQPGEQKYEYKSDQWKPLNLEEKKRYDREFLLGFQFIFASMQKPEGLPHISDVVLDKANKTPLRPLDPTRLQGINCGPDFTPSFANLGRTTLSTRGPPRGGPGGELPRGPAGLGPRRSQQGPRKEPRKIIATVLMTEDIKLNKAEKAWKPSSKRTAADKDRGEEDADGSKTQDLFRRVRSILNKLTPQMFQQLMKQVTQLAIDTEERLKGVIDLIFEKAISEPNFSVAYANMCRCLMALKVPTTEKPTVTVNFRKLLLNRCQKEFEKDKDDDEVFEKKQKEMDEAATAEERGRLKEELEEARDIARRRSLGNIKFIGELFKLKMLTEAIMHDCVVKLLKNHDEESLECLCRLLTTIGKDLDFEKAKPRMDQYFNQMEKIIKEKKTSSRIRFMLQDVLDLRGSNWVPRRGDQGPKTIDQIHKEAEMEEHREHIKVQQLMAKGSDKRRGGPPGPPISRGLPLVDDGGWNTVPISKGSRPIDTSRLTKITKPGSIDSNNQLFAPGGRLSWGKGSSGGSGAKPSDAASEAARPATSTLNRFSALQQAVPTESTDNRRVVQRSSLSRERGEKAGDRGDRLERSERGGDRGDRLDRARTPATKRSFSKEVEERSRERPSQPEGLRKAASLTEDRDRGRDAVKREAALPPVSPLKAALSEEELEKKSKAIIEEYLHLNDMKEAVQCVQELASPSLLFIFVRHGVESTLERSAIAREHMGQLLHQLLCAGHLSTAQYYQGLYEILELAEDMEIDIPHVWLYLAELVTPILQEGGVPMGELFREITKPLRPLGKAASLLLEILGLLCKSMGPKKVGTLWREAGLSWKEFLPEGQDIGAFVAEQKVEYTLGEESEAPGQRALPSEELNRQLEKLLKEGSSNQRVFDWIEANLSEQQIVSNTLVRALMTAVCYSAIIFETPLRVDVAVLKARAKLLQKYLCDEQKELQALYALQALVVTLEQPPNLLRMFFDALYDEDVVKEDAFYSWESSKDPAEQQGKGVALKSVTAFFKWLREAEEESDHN
EP2 modulator = modulators of human EP2 prostaglandin E2 receptor; EP2-expressing cells, cAMP HTRF FRET, PGE2 co-stimulation; actives 0.83% (n = 260,000); induction, % at 25 µM;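 active = compounds whose cAMP rise, as percent of the full-agonist control response, exceeds 60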;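 also: rat C6 glioma line stably carrying human EP2 under a CMV promoter; the protocol text gives 20 µM as final concentration; 100% = response of wells given 1 µM PGE2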
* = called active by the depositor; x = no result given; & = joins results of further samples; [ ] = dose if it differs, or a comment. Not all compounds are listed; count on the stated rates, not on these rows.

SMILES	PGE2 EP2 inh	NPY-Y2 PAM-ag	NPY-Y1 PAM-ag	NPY-Y1 antag	S1P4 ag	S1P4 antag	p97 ATPase inh	eIF4E 4G PPI	EP2 modulator
NNC(=O)c1cc(-c2cccs2)nc2ccccc12	15	-26	-3	x	0.3	12	4	0	-29
NCCCCCC(=O)N/N=C/c1coc2ccccc2c1=O	3	-7	2	x	-0.5	5	-4	3	50
CC(=O)c1ccc(OC(=O)C2CC(=O)N(c3cccc(C)c3)C2)cc1 (configuration not stated)	5	-6	-5	3	-1.1	-1	5	2[fluorescence artefact?]	-16
c1ccc(CSc2nc3ccccc3[nH]2)cc1	2	0	4	x	-0.3	6	3	-3	-7
CCOCCCNC(=O)CCSc1ccc(C)cc1	4	-14	-9	6	1.0	-11	0	2	5
O=S1(=O)C[C@@H]2N=C(N/N=C/c3ccccc3)S[C@@H]2C1	11	4	12	x	-1.3	-1	7	-3	15
CC1CCCCN1C(=O)CSc1nc(C2CC2)nc2c1cnn2-c1ccccc1 (configuration not stated)	6	-4	-6	3	0.6	0	5	-2[fluorescence artefact?]	60
Cc1ccc(NC(=O)c2ccc(CN3CCc4ccccc4C3)cc2)cc1	x	3	0	-1	-0.2	-11	-3	2	-6
CCOC(=O)c1ccc(NC(=O)[C@@H](NC(N)=O)C(C)C)cc1	7	2	11	x	1.6	3	2	-11	-13
Cc1cc(C)c(C#N)c(Sc2nnnn2-c2ccccc2)n1	10	1	-1	4	-0.9	-10	1	1	10
Cc1nc(N=Nc2ccc(O)cc2)n[nH]1	8	-4	19	x	0.3	-13	-13	-8	31
CCCOc1ccccc1C1CC(=O)NC(C)=C1C(=O)OCC(C)C (configuration not stated)	6	3	6	-1	-0.2	-7	-7	-2	20
O=C(NCCC1=CCCCC1)C1CCN(C(=O)c2ccc(Br)cc2)CC1	16	2	-10	13	2.5	-22	-2	8	-8
Cc1cc(C)nc(SCc2nc3nc(C)cc(C)n3c2Br)n1	7	-14	19	-2	2.9	-8	6	7	-8
COCCNc1nc2nonc2nc1N(C)Cc1cccc2cnccc12	12	-8	1	27*	0.2	6	9	0	17
O=C(CSc1nnc(-c2ccccc2)c(-c2ccccc2)n1)N1CCc2ccccc21	3	8	-1	4	-1.6	-28	-1	-16	40
CC1CCC(NC(=O)C2CCN(c3cnccn3)CC2)CC1 (configuration not stated)	4	5	-3	-5	-1.3	3	4	-7	11
CC(=O)COC(=O)c1cccc(N2C(=O)C3C4C=CC(C4)C3C2=O)c1 (configuration not stated)	21	7	-5	9	0.3	-6	-2	-9	5
COc1ccc(OC(=O)CCN2C(=O)C3C4C=CC(C4)C3C2=O)cc1 (configuration not stated)	3	-5	-9	0	0.8	6	0	-1	30
O=C1c2oc3ccc(Br)cc3c(=O)c2C(c2cccc(F)c2)N1CCO (configuration not stated)	15	9	12	4	-0.5	2	7	5	-25

A stretch from the list above, for reference:
SMILES	PGE2 EP2 inh	NPY-Y2 PAM-ag	NPY-Y1 PAM-ag	NPY-Y1 antag	S1P4 ag	S1P4 antag	p97 ATPase inh	eIF4E 4G PPI	EP2 modulator
Cc1cc(C)nc(SCc2nc3nc(C)cc(C)n3c2Br)n1	7	-14	19	-2	2.9	-8	6	7	-8
COCCNc1nc2nonc2nc1N(C)Cc1cccc2cnccc12	12	-8	1	27*	0.2	6	9	0	17
O=C(CSc1nnc(-c2ccccc2)c(-c2ccccc2)n1)N1CCc2ccccc21	3	8	-1	4	-1.6	-28	-1	-16	40
CC1CCC(NC(=O)C2CCN(c3cnccn3)CC2)CC1 (configuration not stated)	4	5	-3	-5	-1.3	3	4	-7	11
CC(=O)COC(=O)c1cccc(N2C(=O)C3C4C=CC(C4)C3C2=O)c1 (configuration not stated)	21	7	-5	9	0.3	-6	-2	-9	5
COc1ccc(OC(=O)CCN2C(=O)C3C4C=CC(C4)C3C2=O)cc1 (configuration not stated)	3	-5	-9	0	0.8	6	0	-1	30

(continued)
SMILES	PGE2 EP2 inh	NPY-Y2 PAM-ag	NPY-Y1 PAM-ag	NPY-Y1 antag	S1P4 ag	S1P4 antag	p97 ATPase inh	eIF4E 4G PPI	EP2 modulator
CCCC12CN3CC(C)(CN(C1)C3c1ccc(OC(C)C)cc1)C2=O (configuration not stated)	0	-2	8	5	0.8	-15	-6	x	-25
OCCN1CCN(CC(O)COCC2COc3ccccc3O2)CC1 (configuration not stated)	2	2	-13	2	-1.0	-34	2	4	34
COc1ccc(NC(=O)Nc2ccc(OCC(=O)N3CCOCC3)cc2)cc1OC	11	3	11	4	0.0	-5	-3	-9	-11
Cc1nn(-c2ccccc2)c2sc(C(=O)N(Cc3ccco3)C(C)C(=O)NC(C)(C)C)cc12 (configuration not stated)	x	9	-24	3	1.0	-23	3	2	-4
C=C(C)CN=C1NN=C(c2cc(C)n(-c3ccc(C)cc3)c2C)CS1	12	5	-10	4	-0.1	-8	-3	5	-21
CCOC(=O)c1c(NC(=O)C2=C(C)NC(=S)NC2c2ccc(F)cc2F)sc(C)c1C (configuration not stated)	6	-1	-16	-4	3.7	-10	0	2	35
CCOC(=O)C1CCCN(Cc2nc(N)nc(Nc3ccccc3)n2)C1 (configuration not stated)	4	16	-1	-2	1.0	-11	2	-4	-17
O=C(CS(=O)(=O)c1ccccc1)NC1CCCCC1	10	-9	-5	3	-0.2	2	2	1	17
C[C@@H](C(=O)Nc1nc2ccc(F)cc2s1)N1C(=O)C2CC=CCC2C1=O (some centres not stated)	5	6	4	-4	-1.4	-5	0	0	-6
COc1ccc2occ(C(=O)c3ccccc3)c2c1	12	17	22	1	-0.1	1	3	-2	-11
O=C(CSc1cccc[n+]1[O-])NC1CCCCCCC1	13	-4	-8	-4	1.7	-14	-1	-3	8
COc1ccc2cc(C(=O)C3CCCN(C(=O)CCc4ccccn4)C3)ccc2c1 (configuration not stated)	5	-21	6	6	-0.8	-1	-3	3	-51
CCCC12C(=O)C(C)(C(c3ccccc3)=C1c1ccccc1)C1C(=O)N(c3ccc(C)cc3)C(=O)C12 (configuration not stated)	8	6	-8	-2	-0.3	2	2	6	20
CCOC(=O)N1CCN(S(=O)(=O)Cc2ccccc2)CC1	7	5	-13	7	-1.5	0	2	11[fluorescence artefact?]	7
CC(C)Cn1c(-c2csc3c2CCCC3)n[nH]c1=S	x	-21	10	5	-1.9	0	-6	-5	42
O=S(=O)(O)c1nc2ccccc2n1CCOc1ccccc1	18&8	9	-11	11	2.3	0	0	-14	-7&-35
Cc1noc(C)c1COC(=O)/C=C/c1ccccc1Cl	6	-9	-7	4	0.6	-11	-8	2	24
COc1ccc(C(=O)/C=C/c2ccc(OC)c(COc3ccc(F)cc3)c2)cc1	4	3	-22	7	-1.4	-25	2	1	23
Nn1c(SCc2ccccc2F)nnc1-c1cccnc1	8	-11	3	x	-1.4	-6	1	2	-6
Cc1nnc(SC(C)C(=O)Nc2nccs2)s1 (configuration not stated)	5	-13	-2	-2	0.9	-6	3	-4	17
COc1cc(CNCCNC(=O)c2cccs2)cc(OC)c1OC	9&12	-5	-7	1	0.0	-18	0	0	-19&20
Cc1c(C#N)c(O)n(CCO)c(=O)c1N=Nc1ccccc1	10	3	7	x	2.4	-7	6	-12	-11
CNC(=S)N(Cc1cc2ccc(OC)cc2[nH]c1=O)CC1CCCO1 (configuration not stated)	7	-5	5	3	1.4	-5	3	-1	-30
Nc1cc(N)nc(SCC(=O)NCc2ccco2)n1	5	-13	10	3	0.6	1	2	-2	3
OCCC1CN(Cc2ccc(Oc3ncccn3)cc2)CCN1C1CCCCC1 (configuration not stated)	10	2	8	x	1.2	-14	9	1	14
Cc1nc2n(COCCO)cnn2c(=O)c1Br	4	-2	-8	1	-0.8	-24	-1	0	-9
O=C(O)c1n[nH]c2c1CCCCC2	6	-8	-8	3	3.6	-15	-4	4	1
Cc1cccc(CSc2nc3ccncc3n2CC(=O)Nc2cc(C)cc(C)c2)c1	14	0	-39	-5	2.7	5	1	5	-23
NCCSc1c(-c2ccccc2)[nH]c2ccccc12	20	5	25	-1	0.7	19	6	-5	-26
CC(C)(C)OC(=O)N1CC2Cc3[nH]c(=O)ccc3C(C2)C1 (configuration not stated)	7	8	3	-2	2.1	1	2	4[fluorescence artefact?]	-2
Cc1ccccc1NC(=O)/C(=C/c1ccco1)c1ccccc1	9	-12	-12	3	2.6	16	-6	-4	38
O=C(NCCCCCCNC(=O)c1cccs1)c1cccs1	11	0	-5	0	0.5	5	-2	3	-34
CC(c1ccccc1)n1c(-c2ccncc2)n[nH]c1=S (configuration not stated)	13	16	2	-1	-0.3	16	3	-11	11
Cc1nn(C)c(-c2n[nH]c(=S)n2-c2ccccc2)c1Cl	11	2	1	2	-0.3	-5	-1	-8[fluorescence artefact?]	14
Cc1ccc(C(=O)Nc2ccc(C(=O)N/N=C/c3ccncc3)cc2)cc1	1	4	2	-2	0.2	-2	6	8	-8
Cc1cccc(S(=O)(=O)CC(=O)Nc2nc(-c3ccccc3)cs2)c1	8	-15	-22	4	-2.1	-4	-2	0	-66
Fc1ccccc1-n1[nH]nnc1=S	2&5	18	0	1	-1.7	-17	5	0	-55&-10
O=C(/C=C/c1ccc(OCCCF)cc1)NCc1ccc(Cl)cc1	x	-8	4	2	-0.1	-14	0	-14	-18
CN(C)CCNC(=S)Nc1ccc(Br)cc1	16	8	13	3	-0.8	-1	-4	-2	-12
O=C(CN1C(=O)c2ccccc2C1=O)Nc1cccc2cccnc12	6	5	6	1	-0.6	7	6	-3	-24
COc1cccc(C(=O)Oc2c(CN3CCOCC3)cc(Cl)c3cccnc23)c1	8	8	-13	1	1.5	4	2	-3[fluorescence artefact?]	3
CN1CCN(CC(=O)N2N=C(c3cccs3)CC2c2ccco2)CC1 (configuration not stated)	5	-1	1	7	-1.1	-6	0	2	17
C=CCOc1ccccc1/C=c1\sc2nc(-c3oc4ccccc4c3C)nn2c1=O	9	-3	0	3	1.5	0	5	x	x
Clc1ccc(-c2cn3nc4c(nc3n2)CCCC4)cc1	10	-2	-14	-2	1.2	1	2	6	31
CN(Cc1ccccc1)c1nc2c(c(=O)[nH]c(=O)n2C)n1CCOc1ccccc1	14	-6	-44	3	1.3	-13	1	-13	47
COC(=O)C1=C(C)Nc2ncnn2C1c1ccco1 (configuration not stated)	17	14	15	0	0.0	-4	3	1	-8
CSCCC1NC2(C(=O)Nc3c(C)cc(Cl)cc32)[C@@H]2C(=O)N(C3CCCC3)C(=O)[C@H]12 (some centres not stated)	7	-3	5	-8	-1.6	-9	-4	2	24
O=C(N/N=C/c1ccc(-c2ccccc2[N+](=O)[O-])o1)c1cccnc1	13	1	-2	5	-0.5	-15	3	0[fluorescence artefact?]	-24
C=CCNC(=O)C1CCN(c2cc(C)nc(-c3ccccc3)n2)CC1	7	11	4	-2	-0.3	7	6	4	10
Cc1cc2cc(CCNC(=O)CC(C)C)c(=O)[nH]c2cc1C	12	2	-1	4	3.1	-19	-3	2	43
Nc1nnnn1CC(=O)N/N=C/c1ccccn1	10	1	8	x	-0.9	6	1	2	-5
COC(=O)c1c(NC(=O)COC(=O)CNC(=O)C2CCCCC2)sc(C)c1C	11	5	-28	8	0.5	-14	8	3	38
Clc1ccc(-n2nnnc2CN2CCOCC2)cc1	6&11	-9	12	-5	0.3	-5	1	7	10&15
COc1cccc(Cn2nc(C(=O)O)c3ccccc3c2=O)c1	0	-16	-29	13	1.4	-9	-4	-1	26
NC(=O)Nc1ccccc1C(=O)NCCc1ccccc1	7	9	-1	3	-1.2	1	4	0	-3
Cn1c(CNC2CCCCC2)nc2ccccc21	4	-7	-3	3	0.3	2	3	4	0
